Compound activity from PubChem BioAssay.
FEN1 inhibitor – inhibitors of human flap endonuclease 1 | 390,000 compounds, 0.35% hits | Recombinant FEN1 flap cleavage, fluorescence, 15 min | Potency, µM (top dose mostly 114 µM), without a hit: top-dose activity change, negative = inhibition, actives largely listed as inhibitors; note: nearly all actives have a fitted effect of over 65% in size
Target sequence (P39748 whole entry, looked up): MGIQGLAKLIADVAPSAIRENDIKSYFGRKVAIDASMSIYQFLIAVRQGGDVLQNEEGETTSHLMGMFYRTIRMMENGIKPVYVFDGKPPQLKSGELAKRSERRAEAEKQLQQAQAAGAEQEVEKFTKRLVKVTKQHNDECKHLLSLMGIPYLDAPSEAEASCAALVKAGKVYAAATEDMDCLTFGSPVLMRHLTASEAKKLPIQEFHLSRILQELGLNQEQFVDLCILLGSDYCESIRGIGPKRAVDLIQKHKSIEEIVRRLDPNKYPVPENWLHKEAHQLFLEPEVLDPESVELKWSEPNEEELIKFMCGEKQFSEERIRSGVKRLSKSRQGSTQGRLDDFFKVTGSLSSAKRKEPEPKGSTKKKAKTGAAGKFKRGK
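In this screen, 50 nM flap DNA substrate was added to 10 nM FEN1 pretreated with compound for 15 min at room temperature; cleavage was followed with reads at 0 and 15 min, and Hill fitting gave concentration–response parameters.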
GCN5L2 inh – inhibitors of human GCN5L2 histone acetyltransferase; Q92830; GCN5L2 HAT assay, ThioGlo1 CoA-SH fluorescence; Potency, µM (doses to about 58.9 µM), for inactives: top-dose activity change, negative = inhibition, hits mostly inhibitors; 390,000 compounds, 0.21% hits
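GCN5L2 (20nM final) in 50mM HEPES, 0.1mM EDTA pH 7.5, 0.01% Tween-20 was preincubated 15 min at room temperature with compound, then given ThioGlo1 (50uM), H3(1-25) peptide (75uM) and acetyl-CoA (70uM); CoA-thiol fluorescence (Ex340/Em540) was read at 0 and 20 min.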
DT40 TDP1 CPT – growth inhibition of DT40 Tdp1-/-;hTDP1 cells with camptothecin (screen for TDP1 inhibitors). chicken DT40 Tdp1-/-;hTDP1 cells + 20 nM CPT, ATP luminescence, 48 h. Potency, µM (series often up to 46.2 µM), without a hit: at the top dose activity change, negative = growth inhibition, most hits filed as inhibitors. 420,000 compounds, 12% hits; note: nearly all actives have a fitted effect of over 55% in size
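Chicken DT40 Tdp1-/- cells complemented with human TDP1, 400 cells/well, exposed to compounds plus 20 nM camptothecin for at least 48 h at 37 C; viability read as ATP content by CellTiter-Glo luminescence.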
The depositor's hits bear a star; u = inconclusive; x = not tested or not shown; & = joins results of further samples. Calls come from the whole dose curve; as a rule, active = well fitted curve in the direction sought with a large enough effect; inconclusive = small, poorly fitted or top-dose-only effect, or another doubt; inactive = no such curve, though single readings can be large; an effect the other way counts as inactive or inconclusive. % is set by controls: 0 for no effect and ±100 for the full control effect; potency is the fitted concentration of half-maximal effect. Some of the compounds tested (hit frequency here may not be typical).

#1 O=C(Nc1nc(-c2ccc(Br)cc2)ns1)c1ccc(F)cc1
#2 COc1ccccc1NC(=O)c1cnc2n(c1=O)CCS2
#3 Cc1cc(C)nc(Nc2ccccc2Cl)n1
#4 COc1ccc(-c2cc3nc(C)c(CCC(=O)NCCc4ccc(Cl)cc4)c(C)n3n2)c(OC)c1
#5 COc1ccc(C)cc1NC(=O)CCc1c(C)nn(-c2ccc(N3CCCCC3)nn2)c1C
#6 COC(=O)c1c(SC)nc2ccccc2c1OCc1ccc(Cl)cc1
#7 Cc1cccc(S(=O)(=O)NC2CCCCCCC2)c1
#8 COc1ccc(NC(C)=O)cc1S(=O)(=O)Nc1ccccc1C(=O)NCCc1ccccc1
assay / entry	1	2	3	4	5	6	7	8
DT40 TDP1 CPT	u	-11%	-4%	13µM*	u	u	21µM*	-9%
FEN1 inhibitor	-8%	-7%	-5%	8%	5%&-8%	-15%	2%	-2%
GCN5L2 inh	-3%	-6%	-3%	-14%	-1%&-2%	-6%	-2%	-5%

#9 O=C(Cn1cc(C(=O)c2ccco2)c2ccccc21)NC1CCCC1
#10 S=c1[nH]ccn1Cc1ccccc1
#11 O=C(N/N=C/c1c(F)cccc1Cl)C(=O)N1CCCCCC1
#12 CS(=O)(=O)N(Cc1cccc(CN(C(C(=O)O)c2ccccc2)S(C)(=O)=O)c1)C(C(=O)O)c1ccccc1 (stereo unspecified)
#13 Cn1c(CCc2ccccc2)n[nH]c1=S
#14 Cc1cc(C)c(S(=O)(=O)Nc2ccncc2)cc1C
#15 CN1CCN(C(=S)C(=O)Nc2ccccc2)CC1
#16 COc1ccccc1-c1noc(-c2ccccc2C(=O)Nc2ccccc2)n1
assay / entry	9	10	11	12	13	14	15	16
DT40 TDP1 CPT	-11%	u	-11%	-14%	1%	-16%	14%	-22%
FEN1 inhibitor	-6%	14%	-14%	11%	-1%	2%	-1%	-5%
GCN5L2 inh	-20%	-16%	-6%	-2%	17%	2%	-1%	1%

#17 COC(=O)/C(C#N)=C/c1c(N2CCN(c3ccccc3)CC2)nc2ccccn2c1=O
#18 CCN1CCN(C(=O)CSCc2nc(-c3ccc(OC)c(OC)c3)oc2C)CC1
#19 CN1C(=O)c2ccc(C(=O)NC3CCCCC3)cc2C1=O
#20 Cc1cc(C)n(C(=O)CNC(=O)C2COc3ccccc3O2)n1 (stereo unspecified)
#21 Cc1sc(NC(=O)CSc2nnc(-c3ccccc3)o2)c(C#N)c1C
#22 CCCC(=O)N1CCN(c2ccc(NC(=O)c3ccc(N4CCCC4)c([N+](=O)[O-])c3)cc2Cl)CC1
#23 CCOC(=O)c1ccc(NC(=O)Cn2c3ncccc3c(=O)n2-c2ccc(C)c(C)c2)cc1
#24 CCOC(=O)Cn1c(=O)n(CC2CCCO2)c2nc(-c3ccccc3OC)nc(C(N)=O)c21 (stereo unspecified)
assay / entry	17	18	19	20	21	22	23	24
DT40 TDP1 CPT	17%	13%	-20%	7%	-18%	18µM*	u	-21%
FEN1 inhibitor	-1%	-9%	15%	12%	-9%	-12%	-9%	-3%
GCN5L2 inh	1%	-3%	-2%	1%	-5%	x	-4%	-2%

By substructure: those above with two or more sulfur atoms
#12 CS(=O)(=O)N(Cc1cccc(CN(C(C(=O)O)c2ccccc2)S(C)(=O)=O)c1)C(C(=O)O)c1ccccc1 (stereo unspecified)
#21 Cc1sc(NC(=O)CSc2nnc(-c3ccccc3)o2)c(C#N)c1C
assay / entry	12	21
DT40 TDP1 CPT	-14%	-18%
FEN1 inhibitor	11%	-9%
GCN5L2 inh	-2%	-5%

Continued.
#25 CCOc1ccc(-c2nnc(NC(=O)c3ccc(OCC(C)C)c(OC)c3)o2)cc1
#26 CC(=O)c1ccc(N2CCN(C(=O)CCS(=O)(=O)c3ccc4c(c3)oc(=O)n4C)CC2)cc1
#27 Cc1cc(C)c2oc(-c3cccc(NC(=O)c4ccc(F)cc4)c3)nc2c1
#28 COc1ccc(-c2cccc(C(=O)Nc3ccccc3C)c2)cc1
#29 CCOC(=O)c1ccc(NC(=O)N2CCN(Cc3cccc(F)c3)CC2)cc1
#30 COc1ccc(C(C)=O)cc1COC(=O)c1ccc2c(c1)OCO2
#31 C#CCOc1nc(C)cc(C)c1S(=O)(=O)c1ccccc1C
#32 CC1(C)Cc2c(ccc3ccccc23)C(c2cc3ccccc3oc2=O)=N1
assay / entry	25	26	27	28	29	30	31	32
DT40 TDP1 CPT	5.8µM*	u	-4%	-10%	u	-17%	4%	u
FEN1 inhibitor	-3%	2%	0%	10%	27%	5%	-9%	2%
GCN5L2 inh	-3%	-5%	-3%	-5%	0%	2%	-9%	3%

Entries 27–31 of the list above:
#27 Cc1cc(C)c2oc(-c3cccc(NC(=O)c4ccc(F)cc4)c3)nc2c1
#28 COc1ccc(-c2cccc(C(=O)Nc3ccccc3C)c2)cc1
#29 CCOC(=O)c1ccc(NC(=O)N2CCN(Cc3cccc(F)c3)CC2)cc1
#30 COc1ccc(C(C)=O)cc1COC(=O)c1ccc2c(c1)OCO2
#31 C#CCOc1nc(C)cc(C)c1S(=O)(=O)c1ccccc1C
assay / entry	27	28	29	30	31
DT40 TDP1 CPT	-4%	-10%	u	-17%	4%
FEN1 inhibitor	0%	10%	27%	5%	-9%
GCN5L2 inh	-3%	-5%	0%	2%	-9%

Remaining list, next part.
#33 Cc1ccc(C)c(CN2C(=O)c3ccccc3S(=O)(=O)c3ccc(C(=O)OCC4CCCO4)cc32)c1 (stereo unspecified)
#34 CC12CCC(C/C1=N\OC(=O)c1ccc(F)cc1)C2(C)C (stereo unspecified)
#35 COC(=O)C(Cc1c[nH]c2ccccc12)NC(=O)COc1cccc(C)c1 (stereo unspecified)
#36 COC(=O)c1scc(C)c1NC(=O)/C=C/C(=O)O
#37 O=C(NCc1ccc2c(c1)OCO2)c1sccc1Br
#38 Cc1ccc(NC(=O)C2CCCN2S(=O)(=O)c2cccc3cccnc23)cc1C (stereo unspecified)
#39 COc1ccccc1NS(=O)(=O)c1ccc2oc(SC3CCOC3=O)nc2c1 (stereo unspecified)
#40 COc1ccc(CCC(=O)NCCNC(=O)CCc2ccc(OC)cc2)cc1
assay / entry	33	34	35	36	37	38	39	40
DT40 TDP1 CPT	u	-22%	-20%	12%	13%	u	-9%	8%
FEN1 inhibitor	9%	-15%	-17%	2%	4%	-15%	10%	-1%
GCN5L2 inh	16%	2%	0%	-17%	-1%	-1%	-6%	-15%

Two entries from above, set out differently.
Values run as follows: DT40 TDP1 CPT, FEN1 inhibitor, GCN5L2 inh
36) COC(=O)c1scc(C)c1NC(=O)/C=C/C(=O)O
  12%, 2%, -17%
34) CC12CCC(C/C1=N\OC(=O)c1ccc(F)cc1)C2(C)C (stereo unspecified)
  -22%, -15%, 2%

Further records follow:
#41 Fc1ccc(NC(=S)NC2CC3CCC(C2)N3Cc2ccco2)cc1 (stereo unspecified)
#42 COc1ccc(N2CCN(c3nc(Cl)nc(N4CCOCC4)n3)CC2)cc1
#43 Cc1cc(C)nc(Nc2n[nH]c(-c3ccccc3Cl)n2)n1
#44 Cc1ccc(C)c2nc(Cl)c(C3NC(=O)c4ccccc4N3)cc12 (stereo unspecified)
#45 CC(C)(C)c1csc(NC(=O)c2ccc3nccnc3c2)n1
#46 Cc1cccc(S(=O)(=O)NNC(=O)c2cc(-c3ccc(F)cc3)nc3ccccc23)c1
#47 CN(C)/C=N/c1nccc(-c2cccs2)n1
#48 Cc1ccc(Cn2c(CN3CCC(C(=O)NCc4cccnc4)CC3)cc3ccccc32)cc1
assay / entry	41	42	43	44	45	46	47	48
DT40 TDP1 CPT	2%	u	5%	u	16µM*	-6%	-9%	u
FEN1 inhibitor	-11%	-4%	-1%	2%	-6%	20%	-4%	-26%
GCN5L2 inh	0%	1%	-10%	-3%	-14%	-5%	1%	-6%

Filtered by structure, the entries above containing an NH in an aromatic ring.
#10 S=c1[nH]ccn1Cc1ccccc1
#13 Cn1c(CCc2ccccc2)n[nH]c1=S
#35 COC(=O)C(Cc1c[nH]c2ccccc12)NC(=O)COc1cccc(C)c1 (stereo unspecified)
#43 Cc1cc(C)nc(Nc2n[nH]c(-c3ccccc3Cl)n2)n1
assay / entry	10	13	35	43
DT40 TDP1 CPT	u	1%	-20%	5%
FEN1 inhibitor	14%	-1%	-17%	-1%
GCN5L2 inh	-16%	17%	0%	-10%

(listing goes on)
#49 O=C(NC1CC1)c1sc2ccccc2c1Cl
#50 Cc1ccc2c(c1)c1c(n2CC(O)CNC(C)(C)C)CCCC1 (stereo unspecified)
#51 O=C(COc1ccc([N+](=O)[O-])cc1)NNC(=O)Nc1ccccc1F
#52 CC(=O)Nc1ccc(NC(=O)c2oc3cc(C)c(C)cc3c2C)cc1
#53 O=C(Nc1cccc(F)c1)N1CC2(CCN(C(=O)c3cnccn3)CC2)C1
#54 Cc1noc(C)c1S(=O)(=O)N(CC(=O)N1CCc2ccccc21)c1ccc(C(C)C)cc1
#55 CNC(=S)Nc1cccc(-c2cnc3ccccc3n2)c1
#56 O=C(Nc1cccc(S(=O)(=O)N2CCCCC2)c1)c1ccc(N2CCCC2=O)cc1
assay / entry	49	50	51	52	53	54	55	56
DT40 TDP1 CPT	-7%	u	-14%	-10%	1%	7%	u	-6%
FEN1 inhibitor	12%	5%	-12%	17%	x	0%	0%	2%
GCN5L2 inh	1%	-6%	1%	-4%	0%	1%	-24%	-2%

#57 O=C(CCN1C(=O)C2C3CCC(C3)C2C1=O)Nc1ccccc1C(F)(F)F (stereo unspecified)
#58 COc1cccc(NC(=O)CSc2nnc(C)s2)c1
#59 COC(=O)[C@]1(C)N[C@H](CN(C)S(=O)(=O)c2ccccc2)[C@@H]2C(=O)N(Cc3ccccc3)C(=O)[C@@H]21
#60 COc1ccc(S(=O)(=O)CCc2nnc(NC(=O)c3ccc(F)cc3)s2)cc1
#61 CC(NC(=O)c1ccccc1F)C12CC3CC(CC(C3)C1)C2 (stereo unspecified)
#62 N#Cc1c(SCC(=O)Nc2nc3ccc(Br)cc3s2)sc2c(O)cc(=O)[nH]c12
#63 Cc1cc(C(=O)Nc2nc(C)c(C(=O)N(C)C)s2)ccc1[N+](=O)[O-]
#64 CCN(CC(=O)Nc1ccccc1C(F)(F)F)C(=O)c1cc2c(s1)CCCCC2
assay / entry	57	58	59	60	61	62	63	64
DT40 TDP1 CPT	0%	-1%	11%	8%	21µM*	1%	-14%	u
FEN1 inhibitor	1%	5%	11%	3%	7%	28µM*	7%	-12%
GCN5L2 inh	-11%	-2%	-6%	-3%	-4%	u	-1%	-4%

#65 CC(C)c1ccc(Nc2nnc(SCC(=O)c3nnc(-c4ccccc4)o3)s2)cc1
#66 Cc1ccc2ncc(C(=O)Nc3cccc(C(F)(F)F)c3)c(=O)n2c1
#67 C/C(=N\NC(=O)c1ccc(O)cc1)c1cc2ccccc2o1
#68 CCCc1noc(-c2ccc(N3CCCCC3)c([N+](=O)[O-])c2)n1
#69 CCCCC(=O)Nc1sc(C(=O)N(CC)CC)c(C)c1C(=O)OC
#70 Cc1cccc2c1N1C(=O)c3c(C(=O)O)cccc3C1CC2C (stereo unspecified)
#71 COc1cc(OC)cc(-c2nc3nc(C)c(CCC(=O)NCc4ccco4)c(C)n3n2)c1
#72 CN(C)CCCN1C(=O)c2cccc3cccc(c23)C1=O
assay / entry	65	66	67	68	69	70	71	72
DT40 TDP1 CPT	u	0%	-10%	u	u	-20%	u	u
FEN1 inhibitor	8%	4%	-4%	17%	0%	4%	1%	u
GCN5L2 inh	u	-1%	-8%	-2%	u	-1%	11%	1%

#73 Cc1cc(C)cc(NC(=O)c2nnn(Cc3cc(C)ccc3C)c2N)c1
#74 CCCN(CCC)C(=O)Cn1c(=O)n(-c2ccc(Cl)c(Cl)c2)c(=O)c2c(C)c(C(=O)N(C)C)sc21
#75 O=C(c1cc(-c2cccc(Cl)c2)on1)N1CCCC1
#76 COc1ccc(C)cc1NC(=O)c1cn(C)c(=O)c2cc(OC)c(OC)cc12
#77 N#CCCCSc1nnc(-c2ccccn2)o1
#78 NS(=O)(=O)c1ccc(CNC(=O)C2CCCN2C(=O)c2cccs2)cc1 (stereo unspecified)
#79 COc1ccc(/C=C/C(=O)c2c(C)nc3ccccn23)cc1
#80 Cn1nc(C(C)(C)C)cc1NC(=O)Nc1ccc(Cl)cc1
assay / entry	73	74	75	76	77	78	79	80
DT40 TDP1 CPT	21µM*	-16%	19%	-19%	17%	14%	-12%	6%
FEN1 inhibitor	u	18%	9%	8%	3%	13%	-3%	-4%
GCN5L2 inh	-7%	-6%	-4%	-9%	-3%	-3%	u	u
